# Screening data from PubChem.
# Cl transport mod: modulators of human KCC2 chloride dependent transport | Q9H2X9 | KCC2 cells, thallium flux FluoZin-2 fluorescence | B-score of Tl+ flux slope (higher = more flux/activation; lower = inhibition) at 10 µM | 190,000 tested, 2.2% active | AID 1456;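 active means thallium flux slope and its plate-corrected score both differing from the plate sample mean at a set confidence after two filtering rounds, in either direction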;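 further: slope of fluorescence scaled to starting intensity during 10 to 20 s after thallium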
# Rad51 HR inh: Rad51 (human) homologous recombination inhibition. inhibition, % at 10 µM. 200,000 tested, 0.085% active. hRad51 DNA strand exchange, fluorescence dequenching. AID 1385;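 active means inhibition above 40% at the single screening dose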;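 further: 0% = DMSO control wells and 100% = blanks with heterologous ssDNA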
# Target sequence (Q06609 whole entry, looked up): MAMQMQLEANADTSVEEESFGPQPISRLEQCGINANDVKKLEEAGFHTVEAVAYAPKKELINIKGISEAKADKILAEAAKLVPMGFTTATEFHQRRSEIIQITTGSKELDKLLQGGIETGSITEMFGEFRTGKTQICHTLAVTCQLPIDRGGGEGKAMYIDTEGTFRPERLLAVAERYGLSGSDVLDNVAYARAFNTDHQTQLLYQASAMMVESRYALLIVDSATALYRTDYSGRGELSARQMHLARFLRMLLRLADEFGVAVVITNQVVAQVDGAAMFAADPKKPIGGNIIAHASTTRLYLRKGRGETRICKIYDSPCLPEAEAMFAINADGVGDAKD
#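 material = hRad51 filaments on single-stranded DNA | reagent = Donor/quencher-labelled 47-bp dsDNA substrate | compound = 10 µM final, single point | schedule = strand-exchange reaction 15 min at room temperature | measured by = fluorescein emission 520 nm, excitation 485 nm | read-out basis = % inhibition versus plate control and blank means | benchmarks = plate controls and plate blanks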
# PERK inhibitor: human PERK inhibition, primary cell-based screen; Q9NZJ5; AID 1416; inhibition, % at 5.6 µM; CHO PERK-DD fusion, SEAP luminescence translation reporter; 220,000 tested, 0.17% active;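 active means inhibition above the mean inhibition of all tested compounds plus 3 SD, set separately per screening campaign, cut at about 2.9% in these data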;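 further: PERK kinase domain activated by AP20187 dimerizer at 100 nM; 0% = DMSO with dimerizer and 100% = rapamycin at 8.4 µM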
# hK5 inh: inhibitors of human kallikrein 5 | Q9Y337 | recombinant hK5, fluorogenic AMC substrate cleavage | inhibition, % at 5 µM | 210,000 tested, 0.59% active | AID 873;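 active means inhibition of 40% or more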;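 further: 0% = enzyme controls without compound and 100% = no-enzyme blanks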
# Calpain2 inh: inhibitors of pig calpain II. 220,000 tested, 0.37% active. inhibition, % at 16 µM. purified calpain II, fluorogenic peptide substrate, 30 min;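 active means inhibition above about 50%, limit read from the data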
# FXIa inh: blocks human coagulation factor XIa protease activity; P03951; purified FXIa, Boc-Glu-Ala-Arg-AMC fluorogenic substrate; inhibition, % at 5 µM; 220,000 tested, 0.14% active; AID 798;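 active means inhibition of at least 40%; inactive means inhibition below 40%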;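 further: fluorescence of freed AMC excited at 355 nm; 0% = enzyme without compound and 100% = no enzyme blank; many of its hits are not listed in these tables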
# thrombin 1536: inhibitors of human thrombin | inhibition, % at 5 µM | 220,000 tested, 0.26% active | alpha-thrombin, Boc-VPR-AMC fluorogenic substrate cleavage;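 active means inhibition at or above 40%; inactive means inhibition below 40%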;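 further: 0% = enzyme with no compound and 100% = wells without enzyme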
#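 Material: human alpha-thrombin protein. Incubation: reaction at ambient temperature. Technique: fluorescence of released AMC, ex 355 nm, em 460 nm. Control set: no-compound enzyme wells and no-enzyme blanks. Also added: Boc-VPR-AMC substrate, 15 µM final. Buffer or medium: pH 7.5 Tris (50 mM) with NaCl 150 mM, Tween 20 0.05%.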
# Furin inhibitor: inhibitors of human furin. purified furin, fluorogenic substrate cleavage. inhibition, % at 30 µM. 220,000 tested, 0.061% active. AID 463115; in the data active means inhibition above about 25%; further: inactives centre near -15
# FXIIa inh: factor XIIa (human) inhibition; purified FXIIa, Boc-QGR-AMC fluorogenic substrate, 2 h; inhibition, % at 5 µM; P00748; 220,000 tested, 0.3% active; in the data active means inhibition above about 40%;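 further: 0% = enzyme with no compound and 100% = blank without enzyme; many of its hits are not listed in these tables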
# Target sequence (P00748 20-372 limits assumed): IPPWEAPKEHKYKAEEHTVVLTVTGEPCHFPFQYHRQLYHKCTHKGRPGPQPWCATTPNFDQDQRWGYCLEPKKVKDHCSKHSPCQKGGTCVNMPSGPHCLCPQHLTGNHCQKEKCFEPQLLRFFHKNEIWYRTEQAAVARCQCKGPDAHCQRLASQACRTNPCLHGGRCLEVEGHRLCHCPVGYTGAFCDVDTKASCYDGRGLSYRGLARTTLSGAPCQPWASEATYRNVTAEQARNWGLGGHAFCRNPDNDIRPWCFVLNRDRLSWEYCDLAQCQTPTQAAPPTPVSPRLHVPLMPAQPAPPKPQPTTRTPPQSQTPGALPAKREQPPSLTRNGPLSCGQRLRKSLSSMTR
# Target sequence (P00748 373-615 limits assumed): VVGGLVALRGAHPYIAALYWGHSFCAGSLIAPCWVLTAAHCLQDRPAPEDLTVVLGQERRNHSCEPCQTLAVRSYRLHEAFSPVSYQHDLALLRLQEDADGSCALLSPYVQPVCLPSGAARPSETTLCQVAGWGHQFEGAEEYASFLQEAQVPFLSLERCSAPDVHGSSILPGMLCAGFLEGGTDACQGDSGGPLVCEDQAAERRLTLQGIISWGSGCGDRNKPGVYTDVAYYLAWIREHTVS
# * = called active by the depositor; i = inactive; · = no result given; [ ] = remark or other dose.
SMILES,Cl transport mod,Rad51 HR inh,PERK inhibitor,hK5 inh,Calpain2 inh,FXIa inh,thrombin 1536,Furin inhibitor,FXIIa inh
COc1ccc(Cn2nnnc2C(c2ccc(N(C)C)cc2)N2CCC(C)CC2)cc1 (centres undefined),-0.48,·,-0.8,-4,4,3,2,-12,15
CC(C)O/N=C1\C(=O)N(c2ccccc2)c2ccccc21,-0.33,-12,-0.6,6,28,-5,-9,2,3
CC(C)(C)OC(=O)NCCC(=O)Oc1ccc2ccc(=O)oc2c1,-0.028,14,1.4,-64,-361,1,5,-117,30
O=C(NCC1CCCCC1)c1cc(S(=O)(=O)N2CCCCC2)ccc1N1CCOCC1,0.06,-6,0.1,1,9,-1,-9,-19,6
Cc1cc(C)nc(N2CCCC(C(=O)Nc3ccc4c(c3)OCO4)C2)n1 (centres undefined),-0.97,-8,-0.5,4,-3,-9,-8,-14[20 µM],-2
CCO/C=C1/C(=O)N(C)C(=O)c2cc(OC)ccc21,-1.1,-38,0.8,2,-100,-9,-2,-21[20 µM],0
CC(=O)c1cccc(N(CC(=O)Nc2ccccc2F)S(C)(=O)=O)c1,0.69,8,0.0,1,-21,-2,-3,-26,6
O=C(CN1C(=O)c2ccccc2S1(=O)=O)N1CCc2ccccc2C1,-0.47,-4,0.2,-8,-15,3,3,-16[20 µM],17
O=C(NC(=S)N(CC1CCC1)CC1CCCO1)c1cccc([N+](=O)[O-])c1 (centres undefined),99*,2,-1.1,-1,-13,-4,-12,-23,7
C#CCn1cc(/C=N/NC(=O)COc2cccc3cccnc23)c2ccccc21,-0.039,4,-0.2,-20,19,0,-10,-5,6
OCCNCCCCOc1ccc(F)cc1,0.25,-9,0.8,-2,9,12,3,-17[20 µM],33
CCc1c(C)nc2c(C#N)c(C)[nH]n2c1=O,·,6,0.4,-5,-8,1,2,-20[20 µM],4

# Copied from the list:
# `CCO/C=C1/C(=O)N(C)C(=O)c2cc(OC)ccc21` @ Furin inhibitor: -21[20 µM]
# `COc1ccc(Cn2nnnc2C(c2ccc(N(C)C)cc2)N2CCC(C)CC2)cc1` (centres undefined) @ thrombin 1536: 2
# `OCCNCCCCOc1ccc(F)cc1` @ Furin inhibitor: -17[20 µM]
# `Cc1cc(C)nc(N2CCCC(C(=O)Nc3ccc4c(c3)OCO4)C2)n1` (centres undefined) @ PERK inhibitor: -0.5

# Following part
SMILES,Cl transport mod,Rad51 HR inh,PERK inhibitor,hK5 inh,Calpain2 inh,FXIa inh,thrombin 1536,Furin inhibitor,FXIIa inh
O=C(c1ccc(Cl)cc1)N1CCCCC(Cl)C1=O (centres undefined),2.6,-8,-0.6,12,31,26,28,-17,35
CCN1C(=O)C(O)(CC(=O)c2ccc(-n3cccc3)cc2)c2ccccc21 (centres undefined),-0.44,-6,0.7,6,-7,5,2,-20,16
CCc1ccc(-c2nc(CS(=O)CC(=O)NCc3cccnc3)c(C)o2)cc1 (centres undefined),4.4*,5,0.3,-11,-35,2,-3,-15,-10
Cc1ccc(S(=O)(=O)N2CCN(S(=O)(=O)c3ccc(C)cc3)C2)cc1,·,-5,-0.5,14,-17,-3,-1,-20[20 µM],14
COc1ccc(N2CCN(C(=O)CSc3nc4[nH]ncc4c(=O)n3-c3cccc4ccccc34)CC2)cc1,-4.4*,3,-0.5,3,-71,4,-2,-9,10
COc1ccc(NC(=O)c2sccc2SCc2cccc(C(F)(F)F)c2)cc1,-0.72,2,-1.1,-4,16,2,-1,-9[20 µM],7
CCOC(=O)c1nn(-c2ccccc2F)c(-c2ccccc2)c1C(=O)c1ccccc1,0.16,4,0.8,-2,13,-3,0,-19[20 µM],0
Cc1nc2c(-c3ccc(F)cc3)cnn2c2c1CCC2,-0.21,22,0.4,-6,-235,0,6,-18,10
O=C(O)CSCC(=O)N1CCN(S(=O)(=O)c2ccccc2)CC1,0.67,1,1.3,1,16,1,-1,-19,6
CC(=O)c1cc(-c2ccccc2)n(CCC(=O)NC2CCCC2)c1C,0.45,4,0.0,-2,-29,2,1,-26,4
Cc1ccc(C(OC(=O)c2ccco2)C(=O)NC2CCCCC2)cc1 (centres undefined),0.58,6,0.7,-14,-14,3,0,3[20 µM],13
COc1cc(CNCCNC(=O)c2nonc2N)ccc1OCc1ccc(Cl)nc1,0.21,18,1.5,4,18,1,2,-18,10
Cc1c([N+](=O)[O-])cc(C(=O)NCc2ccc(F)cc2)cc1[N+](=O)[O-],0.25,-7,0.1,2,8,0,-6,-19,5
CCOC(=O)N1CCN(C(=O)CSc2nc(CC)nc3c2c(=O)n(C)c(=O)n3C)CC1,0.65,-10,0.6,1,13,11,0,-23,7
N/C(=N\OC(=O)c1ccccc1Cl)c1ccccc1,·,3,1.5,-17,-12,4,-6,-14,8
COc1cc(C(CCN2CCN(c3ccccc3)CC2)c2c(OC)cc(OC)c3ccc(=O)oc23)cc(OC)c1OC (centres undefined),0.16,2,·,2,-32,1,2,-28,9
CC(=O)c1ccc(NC(=O)c2ccc(NC(=O)CCS(=O)(=O)c3cccs3)cc2)cc1,0.22,2,-0.7,-19,-30,-4,-4,-23,6
CCCCNC(=S)NNC(=O)c1cc(C)on1,-0.35,-2,2.0,-14,-22,-1,0,-27[20 µM],16
COc1cccc(/C=C(/C(=O)OCC(N)=O)c2ccccc2)c1,-0.02,1,1.6,-1,31,-2,-2,-5,5
O=S(=O)(/N=C(\Nc1ccc(F)cc1)C(F)(F)F)c1ccccc1,·,-1,1.2,-2,5,-9,-3,-21[20 µM],-6
CCC(CC)C(=O)N(c1ccc(F)cc1)C1C=CS(=O)(=O)C1 (centres undefined),·,4,1.1,2,-29,-1,-1,-1,-5
c1ccc(CCc2nc3ccccc3[nH]2)cc1,0.43,0,1.3,-1,-41,-3,-7,-31,9
NS(=O)(=O)c1ccc(NC(=S)NCc2ccc(Cl)cc2)cc1,1.4,-17,1.8,-21,56*,-13,-4,-16[20 µM],-4
CCCS(=O)(=O)N1CCC(C(=O)NCCN2CCC(Cc3ccccc3)CC2)CC1,-0.022,8,-0.7,-5,15,3,1,-16,18
O=c1c(N2CCCCC2)coc2ccccc12,·,2,-0.9,-11,8,-1,1,-10[20 µM],11
O=C(NCCC1=CCCCC1)C1CCN(S(=O)(=O)c2ccccc2)CC1,-0.23,-7,0.2,3,0,-1,-6,-18,8
Cc1ccsc1/C=N/NC(=S)NCCc1ccccc1,3.6,3,1.1,-5,37,2,-1,-9,9
Fc1ccc(Nc2nc(-c3ccncc3)cs2)cc1,-0.62,7,1.1,5,-17,0,-9,-24,10
Cc1ccc(S(=O)(=O)N(Cc2ccccc2)Cc2ccco2)cc1,-0.19,16,-0.1,2,26,3,4,-15,16
O=C(Nc1ccc2c(c1)OCCO2)c1cc(-c2ccccc2)nc2ccccc12,-0.18,6,-0.3,10,-5,-2,-5,-5,7
COc1ccc(Cn2c(CCC(=O)O)nc3cccnc32)cc1,·,2,1.7,-6,-44,2,-3,-5,15
CCOC(=O)c1c(-c2ccccc2)csc1NC(=O)/C(C#N)=C/c1ccc(O)c(OC)c1,5.2*,i,-0.5,-9,14,5,-1,-3,10
Fc1ccc(-n2cc(-c3ccccc3)c3c(NN4CCOCC4)ncnc32)cc1,-0.6,8,0.4,-17,-18,4,-1,-8,10
Cc1nc(N2CCN(Cc3ccc(Cl)cc3)CC2)c2oc3ccccc3c2n1,-0.57,27,-1.4,0,1,2,-1,-14,4
Cc1cc(N/N=C/c2ccc(F)cc2)nc(NCc2ccccc2)n1,-0.91,3,-2.0,1,7,0,-2,-3,3
CCC1S/C(=N/C(=O)NC2CCCCC2)NC1=O (centres undefined),1,-10,0.5,-11,-8,3,0,-12[20 µM],13
CCCN1C(=O)S/C(=C/c2ccc(N3CCOCC3)o2)C1=O,i,·,0.9,2,34,2,-7,-2,7
CNC(=O)NC(=O)COC(=O)c1ccccc1OCc1ccccc1,0.065,-1,0.6,3,-17,8,-1,-20,7
CCN1CC(CN(C)Cc2nc(COc3ccccc3)no2)CC1=O (centres undefined),-0.051,0,1.9,·,-14,2,-1,-29,7
COc1ccc(NC(=O)c2cccnc2NCCc2ccccc2)cc1,-0.33,-7,0.4,3,17,4,-7,-17,6
C#CCn1c(=NC(=O)c2ccc(S(=O)(=O)N3CCCc4ccccc43)cc2)sc2cc(S(N)(=O)=O)ccc21,0.23,-2,-1.0,-16,-24,-10,-11,15,-4
COC(=O)c1ccccc1NC(=O)CSc1nnnn1C,1.3,5,1.3,-10,-26,1,-1,-25[20 µM],9
Cc1cc(=O)oc(C)c1C(=O)OC(C(=O)c1ccccc1)c1ccccc1 (centres undefined),-0.53,13,-0.7,-7,5,2,-3,-20,8
O=C(CSc1nnc(-c2ccccc2Cl)o1)Nc1ccccn1,-0.34,-4,1.0,-1,10,-4,-2,-19,1
Cc1ccc(CNC(=O)c2sccc2-n2cccc2)cc1,6.9*,4,0.4,11,38,5,2,-29,15
COc1ccccc1NS(=O)(=O)c1cc(NC(=O)c2cccs2)ccc1N1CCOCC1,0.02,4,0.0,-4,-20,-3,-1,-24,17
COc1ccc(-c2nnc(SCc3ccccn3)n2C)cc1,0.61,1,1.9,-10,3,6,2,-18[20 µM],12
COc1ccc(N2CSC3=C(C#N)C(c4cc(OC)c(OC)cc4OC)CC(=O)N3C2)c(OC)c1 (centres undefined),·,-1,-0.9,-11,-24,6,0,-9,-4
Cc1cc2nn(-c3cccc4ccccc34)nc2cc1N,-0.54,2,1.7,-3,i,-1,-2,-10[20 µM],4
CCc1ccccc1NC(=O)c1cc(=O)c2ccccc2o1,0.13,0,0.0,-18,28,-4,4,-18,-1
Cc1cccc(N(CC(=O)NC2CCCC2)C(=O)c2c(C)noc2C)c1,-0.037,-6,-0.8,-5,10,11,3,-8[20 µM],33
Cc1ccc(-c2csc(NC(=O)CSc3nnc4c(n3)[nH]c3ccccc34)n2)cc1,0.6,14,0.8,-9,-79,10,-1,-17,7
CCOc1ccc(Cl)cc1CNCCNCCO,-2.2,7,0.3,-14,-14,-1,-2,-13[20 µM],3
COc1ccc(OCC(=O)Nc2ccc(N3CCOCC3)cc2)cc1,·,5,0.8,3,-8,-2,4,-24,7
C#CCOC(=O)CCC(=O)NCCc1ccccc1,-1.4,0,-0.3,-7,-5,6,7,1,9
CCc1ccc(NC(=O)CSCCO)cc1,0.64,·,1.3,-11,-8,1,-5,-5,2
CCc1ccc(/C(C)=N/NC(=O)c2ccccn2)cc1,0.29,-3,1.0,-5,-6,4,·,-9,4
N#CC(C(=O)O)=C1CCCC1,0.28,10,0.3,3,8,-1,-12,-13,-12
O=C(NCC1CCCCC1)c1cccc(S(=O)(=O)NCc2cccnc2)c1,0.79,-6,0.3,3,-10,1,4,-8,6
COC(=O)c1c(NC(=O)CC2SCC(C(=O)OC)NC2=O)sc2c1CCCC2 (centres undefined),-1.3,-2,0.2,5,1,-8,-5,-1[20 µM],-3
O=C(Cc1c[nH]c2ccccc12)N/N=C/c1cccc(F)c1,-0.13,-7,0.4,-10,-11,-6,-14,-9,5
CCOc1ccc(C(=O)NC(C(=O)NCc2ccccn2)C(C)C)cc1 (centres undefined),-1.7,·,-0.8,-11,-14,-11,2,-4[20 µM],10

# Reformatted: entries from further up.
Cl transport mod | Rad51 HR inh | PERK inhibitor | hK5 inh | Calpain2 inh | FXIa inh | thrombin 1536 | Furin inhibitor | FXIIa inh | SMILES
-1.4 | 0 | -0.3 | -7 | -5 | 6 | 7 | 1 | 9 | C#CCOC(=O)CCC(=O)NCCc1ccccc1
-1.3 | -2 | 0.2 | 5 | 1 | -8 | -5 | -1[20 µM] | -3 | COC(=O)c1c(NC(=O)CC2SCC(C(=O)OC)NC2=O)sc2c1CCCC2 (centres undefined)

# This is a subset (hit frequency here may not be typical).
